Bioassay records deposited in PubChem BioAssay by several laboratories.
human PMI inhibition – inhibitors of human PMI, primary screen, biochemical, fluorescence intensity, coupled assay (AID 1209). purified PMI enzyme, coupled fluorescence intensity; higher % means a stronger effect. one-dose inhibition, % at 20 µM; IC50 in µM for titrated hits. 0.42% of 190,000 active;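 note: plate controls were DMSO vehicle for no effect and wells lacking substrate for full effect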
TNAP activation fold – stimulation of alkaline phosphatase TNAP activity – biochemical, luminescent, no phosphate acceptor, uHTS, primary screen (AID 1001) | purified TNAP, luminescent activation assay, no phosphate acceptor; higher activation fold means a stronger effect | one-dose activation fold at 20 µM; EC50 in µM for titrated hits | 0.03% of 200,000 active; in the data active = activation fold from about 3, or a potency from the dose series; inactive = the rest, 99 in 100 with activation fold below about 1.6; note: many of its hits are not listed in these tables
T cell modulator – T cell immune modulation candidate. 2C CD8+ T cell-vesicle binding, flow cytometry; stronger effect = lower value. calls only at 7 µM. 0.068% of 330,000 active. AID 2052;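 active = response, share of CD8 T cells binding vesicles, and their 90th percentile fluorescence all below set limits, cut at about 80% in these data, passing the limit was not always enough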
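Also added: QL9-peptide-loaded Drosophila micro-vesicles bearing Ld, ICAM-1 and B7-1; Test system: purified 2C TCR transgenic mouse naive CD8+ T cells; Measured by: cytometric PE anti-B7-1 and Alexa647 anti-CD8 signals after 1% paraformaldehyde fixation; Timing: binding step 1.5 h, 37 °C, antibody labelling 20 min, ice.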
Lipid droplet – hepatic lipid droplet formation modulation; inhibition, % at 6.5 µM; AML12 mouse hepatocytes, oleate lipid droplets, BODIPY imaging; 0.4% of 240,000 active;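 active = lipid droplet intensity inhibited by at least 50%, with more than 500 cells counted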
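Technique: fluorescence imaging, 20x objective, two fields per well / Assay system: AML12 hepatocytes (mouse) / Measure: % inhibition of lipid droplet signal / Doses: 6.5 µM single-point dosing / Incubation: overnight exposure / Reagent: 100 µM oleic acid challenge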
bCat nuc transl – alters nuclear translocation of beta-catenin in HeLa cells. immunofluorescence imaging. nuclear translocation activity, % at 5 µM. 0.3% of 190,000 active. AID 1665;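 active = nuclear translocation activity above 50% at 5 µM, with a well cell count of 50 or more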;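 note: per-cell ratio of nuclear to cytoplasmic median beta-catenin stain intensity; plate controls were DMSO negative control for no effect and GSK-3 inhibitor IX positive control for full effect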
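Read-out: Nuclear/cytoplasmic beta-catenin signal ratio, % activation | Assay system: Human HeLa cell line | Times: 24 h compound exposure at 37°C, 5% CO2 | Signal: Fluorescence imaging of beta-catenin antibody stain plus DAPI | Dosing: 5 µM primary, 0.02–20 µM confirmation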
Autophagy HCS – alters autophagy in cells; calls only at 10 µM (by protocol); 0.98% of 190,000 active; MEF GFP-LC3 puncta imaging; test concentration mostly 10 µM;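 active = percentage of spot-positive cells more than 3 SD above its plate mean, without a fluorescence outlier flag or 80% toxicity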;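 note: spot-positive cell cutoff set from DMSO-treated cells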
PMI inhibition – MPI inhibition at elevated mannose 6-phosphate – biochemical, fluorescence intensity, high mannose 6-phosphate, primary screen (AID 1220) | recombinant PMI enzyme, coupled fluorescence intensity; higher % means a stronger effect | 0.66% of 190,000 active | one-dose inhibition, % at 20 µM; IC50 in µM for titrated hits
Insulin prom up – MIN6 insulin promoter up-regulation; 0.3% of 190,000 active; z-score at 5 µM; MIN6 insulin promoter-GFP reporter, high-content imaging; stronger effect = higher value; AID 1625;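 active = z-score above 3 at 5 µM with at least 500 cells counted in the well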
MT stabilize HCS – stabilizes microtubules in HeLa cells. 0.83% of 200,000 active. HeLa tubulin immunostaining HCS, 24 h; share of cells brighter than vehicle mean+2SD. % tubulin-high responders, % at 10 µM;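 active = plate Z-score above 3 for both tubulin-high and condensed-nucleus cell shares, with cell loss under 80%, at 10 µM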;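 note: anti alpha tubulin signal scored within the nucleus-defined area of each cell; some results filed as inactive read as strong as hits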
Insulin prom up cell count – also measured in Insulin prom up; calls as there; cell count; measured here: cytotoxicity, nuclei count;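 total cells summed across four imaged fields per well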
Lipid droplet cells 6.5 µM – also measured in Lipid droplet; calls as there; cell count; measured here: cell count, cytotoxicity flag;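 cells counted across two imaged fields per well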
bCat nuc transl cell count 5 µM – also measured in bCat nuc transl; calls as there; cell count; measured here: cell count, cytotoxicity flag
T cell modulator vesicle-bound % – second read-out of T cell modulator, no call of its own (marks repeat the call); double positive events, %; measured here: CD8+ vesicle-bound cell fraction;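 binding gate set so that unloaded-vesicle control wells show 10% double positive cells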
MT stabilize HCS Hoechst-high % – further read-out of MT stabilize HCS, marked with its call; % Hoechst-high responders; measured here: nuclear condensation Hoechst responders;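 share of cells brighter than vehicle mean plus two SD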
MT stabilize HCS cytotoxicity % – second read-out of MT stabilize HCS, no call of its own (marks repeat the call); toxicity, %; measured here: cytotoxicity by cell density;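 0% = mean cell density of plate MIN control wells and 100% = no cells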
Autophagy HCS cell loss 18 h – second read-out of Autophagy HCS, no call of its own (marks repeat the call); toxicity, %; measured here: cell loss, nuclei count;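 cell loss after 18 h compound exposure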
Active calls of the source: *; i = inactive; · = not tested or not shown; + = active, no number. Cut-off read from the data, not from the text of the source, unless noted: active = inhibition above about 50%; inactive = the rest.

compound	human PMI inhibition	TNAP activation fold	T cell modulator	T cell modulator vesicle-bound %	Lipid droplet	Lipid droplet cells 6.5 µM	bCat nuc transl	bCat nuc transl cell count 5 µM	Autophagy HCS	Autophagy HCS cell loss 18 h	PMI inhibition	Insulin prom up	Insulin prom up cell count	MT stabilize HCS	MT stabilize HCS Hoechst-high %	MT stabilize HCS cytotoxicity %
C=CCn1c(C)cc(C(=O)CN2C(=O)c3ccccc3C2=O)c1C	6%	1.1	i	60	·	·	-1.2	1354	i	4	3%	-0.46	1709	3.3	2.1	11
CCCCC(=O)Nc1cccc(-c2csc(-c3ccccc3)n2)c1	14%	1.1	i	57	7	647	1.6	347	i	9	17%	0.1	1195	7.0	3.2	6.3
CC(C)Cn1c(CN(Cc2ccccc2)Cc2ccccc2)nc2c1c(=O)n(C)c(=O)n2C	21%	1.1	i	44	6	674	1.2	1039	·	·	19%	-1.6	2044	8.1	1.1	5.5
Cc1nn(CC(=O)NCc2cc3ccccc3[nH]2)c(C)c1[N+](=O)[O-]	16%	1.2	i	44	0	537	-0.1	935	i	-7	12%	·	·	4.1	3.4	6.8
COCCCNC(=O)c1ccc(Cn2c(=O)c3ccccc3n(CC(=O)NCCc3ccc(OC)c(OC)c3)c2=O)cc1	3%	1.2	i	20	14	664	-0.3	1095	i	1	2%	-0.03	1281	1.5	3.0	5.0
Nc1c(-c2cccs2)cnn1-c1nc(-c2ccc(F)cc2)cs1	0%	1.1	i	38	·	·	2.2	1350	i	10	-7%	-0.32	1196	2.9	1.5	6.6
CC1CCN(C(=O)Cn2cc(C(=O)C3CC3)c3ccccc32)CC1	-6%	1.1	i	38	-17	706	-1.3	1142	i	5	-3%	0.53	1234	1.7	1.7	5.7
O=C(COC(=O)c1n[nH]c(=O)c2ccccc12)c1ccc(Br)cc1	16%	1	i	33	-35	668	0.9	1029	i	1	7%	·	·	1.9	2.0	6.2
COc1ccc(Cl)cc1NC(=O)c1cccnc1	-4%	1.1	i	52	·	·	0.4	1059	i	2	1%	-1.8	1183	3.9	2.7	3.7
O=C(CCC1CCCCC1)NNC(=O)c1cnccn1	16%	2.6	i	18	2	712	-0.1	970	i	4	20%	-0.23	1276	3.1	2.2	5.6
Nc1nc(CSc2nnnn2-c2ccccc2)nc(N2CCCc3ccccc32)n1	14%	1	i	45	-27	713	-0.2	1086	i	1	14%	·	·	2.8	1.7	7.9
Cc1ccc(/C=N/OC(=O)c2nn(C)cc2Cl)cc1	-7%	1.1	i	49	3	692	-3.6	619	i	-33	3%	·	·	1.3	1.4	2.0
Cc1ccc(S(=O)(=O)N2CCOC2C(Cl)(Cl)Cl)cc1 (stereo not given)	·	·	i	43	0	660	-0.6	1302	·	·	·	-0.21	1009	·	·	·
O=C1CSC(=Nc2ccccc2Cl)N1	11%	1.1	i	33	·	·	1.0	1146	i	-5	9%	1.5	1007	5.5	4.0	1.0
Cc1cccc2cc(/C=C3\N=C(c4ccccc4)OC3=O)c(N3CCOCC3)nc12	-4%	1	i	51	·	·	0.5	813	i	-37	-2%	-0.77	1577	3.1	1.7	1.5
CCN(CC)S(=O)(=O)c1ccc(N2CCOCC2)c(NC(=O)c2ccc(OC)c([N+](=O)[O-])c2)c1	·	·	i	48	0	711	-1.0	1325	·	·	·	-0.33	945	·	·	·
CCOc1cccc(OCCCCn2cnc3ccccc3c2=O)c1	4%	1.1	i	40	2	668	1.2	915	i	-32	0%	0.78	1499	4.1	1.9	2.7
CCc1c(C(=O)NNC(=S)NC2CCCCC2)csc1C	-11%	2.6	i	50	5	770	-3.4	1072	i	7	-20%	-0.35	1492	6.4	4.2	5.4
Cc1nc(-c2ccc3c(c2)OCCCO3)cs1	·	·	i	20	5	750	-1.1	1016	·	·	·	-0.25	1459	·	·	·
COc1cc2[nH]c(=O)n(CCCCCC(=O)NCCCN3CCOCC3)c(=O)c2cc1OC	5%	1.1	i	17	1	742	1.5	914	i	6	2%	0.78	1285	2.3	2.8	7.5
CCOC(=O)COc1nc2c(c(-c3ccco3)c1C#N)CCc1ccccc1-2	·	·	i	35	-11	714	-0.1	1392	·	·	·	-2.1	950	·	·	·
O=c1cc(C(F)(F)F)[nH]c2c(C(F)(F)F)cccc12	-12%	1	i	49	33	715	·	·	i	17	-15%	-0.41	976	3.2	4.0	4.7
O=C1COc2ccc(C(=O)COC(=O)c3cc(S(=O)(=O)NCc4ccccc4)ccc3O)cc2N1	·	·	i	28	29	711	-1.0	1327	·	·	·	0.76	870	·	·	·
COc1ccc(-n2nc(C(=O)c3cccs3)cc(-c3nc4ccccc4[nH]3)c2=N)cc1	-2%	1	i	41	-18	703	-5.0	592	+	6.6*	-5%	·	·	2.8	1.9	2.6
CCCC(=O)Nc1ccccc1NC(C)=O	0%	1.1	i	10	8	685	·	·	i	-1	3%	0.69	1326	3.4	3.4	24
O=C(CCC1CCCC1)c1c(O)c2ccccc2oc1=O	-12%	1	i	38	4	616	0.0	1119	i	-6	-23%	·	·	4.9	3.3	5.6
COc1ccc(-n2c(C)nnc2SCC(=O)N2C(C)CCCC2C)cc1 (stereo not given)	-6%	1.1	i	4	-33	659	·	·	i	3	-1%	1.8	1213	2.8	0.2	56
CCN(CC)S(=O)(=O)c1cc([N+](=O)[O-])ccc1NNC(=O)Nc1ccccc1OC	5%	0.9	i	36	8	748	·	·	i	10	3%	·	·	3.4	2.6	4.6
O=c1cc(CN2CCc3ccccc3C2)nc2sccn12	-12%	1.1	i	51	2	671	1.3	1441	i	-31	-5%	1.9	1439	2.2	1.9	11
Cn1c2ccccc2c2cc(C(=O)OCC(=O)N3CC(=O)Nc4ccccc43)sc21	-26%	1.1	i	45	·	·	1.2	1142	i	-3	-34%	·	·	4.3	2.1	7.8
COc1cc(C(=O)NNC(=O)Nc2ccc([N+](=O)[O-])cc2)cc(OC)c1OC	4%	1	i	50	19	701	-1.1	1098	i	4	5%	-0.58	1136	2.2	1.0	3.4
COc1nccc(Nc2ccccc2)c1C#N	-6%	1.1	i	43	·	·	0.1	1168	i	22	-8%	-0.54	1183	1.2	1.6	7.7

Single records, as listed above.
Profile of COc1ccc(-n2c(C)nnc2SCC(=O)N2C(C)CCCC2C)cc1 (stereo not given) = human PMI inhibition: -6%; TNAP activation fold: 1.1; T cell modulator: i; T cell modulator vesicle-bound %: 4; Lipid droplet: -33; Lipid droplet cells 6.5 µM: 659; bCat nuc transl: ·; bCat nuc transl cell count 5 µM: ·; Autophagy HCS: i; Autophagy HCS cell loss 18 h: 3; PMI inhibition: -1%; Insulin prom up: 1.8; Insulin prom up cell count: 1213; MT stabilize HCS: 2.8; MT stabilize HCS Hoechst-high %: 0.2; MT stabilize HCS cytotoxicity %: 56
Profile of COc1nccc(Nc2ccccc2)c1C#N = human PMI inhibition: -6%; TNAP activation fold: 1.1; T cell modulator: i; T cell modulator vesicle-bound %: 43; Lipid droplet: ·; Lipid droplet cells 6.5 µM: ·; bCat nuc transl: 0.1; bCat nuc transl cell count 5 µM: 1168; Autophagy HCS: i; Autophagy HCS cell loss 18 h: 22; PMI inhibition: -8%; Insulin prom up: -0.54; Insulin prom up cell count: 1183; MT stabilize HCS: 1.2; MT stabilize HCS Hoechst-high %: 1.6; MT stabilize HCS cytotoxicity %: 7.7

Further results follow.
compound	human PMI inhibition	TNAP activation fold	T cell modulator	T cell modulator vesicle-bound %	Lipid droplet	Lipid droplet cells 6.5 µM	bCat nuc transl	bCat nuc transl cell count 5 µM	Autophagy HCS	Autophagy HCS cell loss 18 h	PMI inhibition	Insulin prom up	Insulin prom up cell count	MT stabilize HCS	MT stabilize HCS Hoechst-high %	MT stabilize HCS cytotoxicity %
CCc1ccc(-c2cc(C(F)(F)F)n3nc(C(=O)Nc4cnn(Cc5ccc(C)cc5)c4)cc3n2)s1	0%	1.1	i	16	·	·	·	·	i	-12	-4%	-1.6	993	2.8	1.0	4.5
Cc1ccccc1NC(=O)c1oc(=O)c2ccccc2c1-c1ccccc1	-6%	1	i	58	-5	703	-8.5	563	i	8	-4%	0.94	1215	3.2	1.7	3.4
CCOC(=O)N1CCN(C(=O)CCn2nc(-c3ccc(Cl)cc3)ccc2=O)CC1	4%	1	i	17	·	·	-1.5	1371	i	2	7%	0.02	1532	3.9	1.4	7.7
Cc1ccc(Nc2cc(C)nc3nc(C)nn23)c(C)c1	-5%	1	i	64	16	732	-1.7	598	i	3	0%	-0.26	1083	3.1	2.2	7.6
Cc1cccc(N2C(=O)CC(N3CCN(c4ccccn4)CC3)C2=O)c1 (stereo not given)	4%	1.1	i	62	3	654	1.2	1493	i	0	1%	-0.37	1197	0.5	1.3	5.0
CN1CCN(C2=C(NS(=O)(=O)c3cccs3)C(=O)c3ccccc3C2=O)CC1	·	·	i	29	-8	665	-1.9	1459	·	·	·	0.42	1019	·	·	·
Cc1sc(NC(=O)c2cc3ccccc3oc2=O)c(C(=O)OC(C)C)c1-c1ccccc1	4%	1	i	46	18	772	-4.7	995	i	0	-5%	0.46	687	0.8	1.0	3.4
NNc1ccc2c(C(F)(F)F)cc(C(F)(F)F)nc2n1	-13%	1	i	51	-6	711	1.6	994	i	-1	-8%	-0.66	1593	2.0	1.6	2.1
O=C(COC(=O)c1ccccc1)NCc1cccs1	-6%	1.1	i	66	0	599	-4.4	538	i	9	-12%	0.41	1359	1.3	3.4	4.5
COC(=O)c1ccc(-c2ccco2)n1Cc1nc(-c2ccc(OC)c(OC)c2)oc1C	13%	1.1	i	24	-19	628	·	·	i	8	3%	-0.08	951	3.7	2.3	3.0
O=C(Nc1cccc(C(F)(F)F)c1)OCCN1CCN(Cc2ccccc2)CCC1=O	-9%	1	i	43	-4	724	·	·	i	20	-4%	0.05	1292	2.6	2.1	12
